# From PubChem BioAssay
# MC4R ag barr: activates human MC4R beta-arrestin recruitment; activation, % at 8.9 µM; AID 540308; P32245; 0.98% of 360,000 active; U2OS MC4R beta-arrestin complementation, luminescence; percent of melanotan II response, DMSO zero;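 active = activation above a per-plate cutoff, the mean activation of sample wells on that plate plus 3 SD, cut at about 8% in these data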
# NOD2-RIPK2 inh: blocks binding of human NOD2 to RIPK2 | O43353 | CHO BLA complementation NOD2-RIPK2, CCF4 ratio | inhibition, % at 4.98 µM | 0.38% of 360,000 active | AID 624267; in the data active = inhibition above about 21%;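 also: 0% = vehicle only and 100% = reference blocker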
# N-glyco inh: N-linked glycosylation inhibition; D54 ERlucT glycosylation luciferase reporter, 24 h; percent of 100 nM tunicamycin response; reporter increase, % at 12.5 µM; 0.23% of 360,000 active; AID 588692;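 active = mean luciferase reporter signal, scaled so untreated is 0 and the glycosylation-blocking control 100, at or above a set limit in every replicate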;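 also: luciferase carries N-glycosylation sites so blocking glycosylation raises the light; 0% = median of neutral control wells and 100% = median of 100 nM tunicamycin wells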
# TLR9-MyD88 block: inhibitors of human TLR9-MyD88 binding | Q9NR96+Q99836 | CHO BLA complementation TLR9-MyD88, CCF4 FRET ratio | inhibition, % at 4.98 µM | 0.21% of 340,000 active;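 active = inhibition above the mean over all tested compounds plus 3 SD, cut at about 21% in these data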;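 also: 0% = DMSO only wells and 100% = clavulanate BLA inhibitor control wells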
# m5-HT2A agonist: activates the mouse 5-HT2A serotonin receptor | 0.66% of 360,000 active | activation, % at 7.6 µM | P35363 | CHO-K1 mHTR2A beta-arrestin complementation, luminescence; percent of 30 µM serotonin response;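 active = activation above a run cutoff, the mean activation of all tested compounds plus 3 SD, cut at about 14% in these data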;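 also: 0% = plate median of compound wells and 100% = 30 µM serotonin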
# ABHD5-PLIN5 inh: blocks binding of human ABHD5 to perilipin-5 | inhibition, % at 4 µM | 0.78% of 360,000 active | AID 602281 | Split G. princeps luciferase complementation, luminescence, 4 h | Q00G26+Q8WTS1;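 active = inhibition above the mean inhibition across every tested compound plus 3 SD, cut at about 22% in these data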;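 also: 0% = DMSO only wells and the 100% control is not disclosed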
# Target sequence (Q00G26 whole entry, looked up): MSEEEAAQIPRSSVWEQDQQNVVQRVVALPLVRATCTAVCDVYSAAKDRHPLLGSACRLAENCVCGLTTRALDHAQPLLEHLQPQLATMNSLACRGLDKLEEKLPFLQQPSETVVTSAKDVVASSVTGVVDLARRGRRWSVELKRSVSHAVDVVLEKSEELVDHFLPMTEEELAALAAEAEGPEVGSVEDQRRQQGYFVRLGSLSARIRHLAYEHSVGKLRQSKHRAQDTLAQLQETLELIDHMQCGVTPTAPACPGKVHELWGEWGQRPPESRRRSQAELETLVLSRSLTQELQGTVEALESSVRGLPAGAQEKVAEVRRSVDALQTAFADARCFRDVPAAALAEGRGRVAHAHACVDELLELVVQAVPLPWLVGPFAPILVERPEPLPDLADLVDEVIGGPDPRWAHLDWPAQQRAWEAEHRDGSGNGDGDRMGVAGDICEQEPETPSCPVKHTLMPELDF
# Target sequence (Q8WTS1 whole entry, looked up): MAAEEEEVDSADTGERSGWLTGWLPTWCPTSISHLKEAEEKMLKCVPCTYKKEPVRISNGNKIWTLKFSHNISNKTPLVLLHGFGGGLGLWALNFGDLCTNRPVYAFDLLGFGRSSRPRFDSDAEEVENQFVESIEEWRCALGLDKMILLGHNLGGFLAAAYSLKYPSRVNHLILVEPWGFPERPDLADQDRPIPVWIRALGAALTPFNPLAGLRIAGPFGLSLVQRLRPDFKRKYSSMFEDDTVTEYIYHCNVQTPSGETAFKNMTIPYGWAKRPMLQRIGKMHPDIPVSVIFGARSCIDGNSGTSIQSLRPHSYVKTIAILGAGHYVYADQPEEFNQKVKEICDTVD
# H9c2 protect: modulators protecting cardiomyocytes from myocardial damage; H9c2 cardiomyocytes, H2O2 injury protection, ATPLite, 2 h; protection from H2O2 cell death, % at 20 µM; 0.63% of 360,000 active; AID 588492;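 active = compounds giving at least 50% protection of heart cells from peroxide-induced death in the single-dose screen, raw or plate-pattern-corrected value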;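 also: 0% = DMSO wells with peroxide and 100% = DMSO wells without peroxide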
# MC4R antag cAMP: antagonists of human melanocortin 4 receptor (MC4R) | P32245 | AID 540295 | inhibition, % at 6.5 µM | 0.48% of 360,000 active | MC4R-expressing cells, MTII-stimulated cAMP, LANCE TR-FRET;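 active = inhibition above its plate's cutoff, the mean of tested wells on that plate plus 3 SD, cut at about 29% in these data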;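 also: 0% = Melanotan II alone and 100% = Melanotan II plus saturating MCL0020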
#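 Material: U2OS-MC4R stable cell line | Reagent: Melanotan II challenge after compound preincubation | Doses: One concentration, 6.5 µM nominal | Incubation: 30-min compound preincubation, 1-h Melanotan II challenge, 1-h detection, room temperature | Signal: TR-FRET cAMP assay | Replicates: One well per compound, no replicates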
# SRC2 inh: inhibits human steroid receptor coactivator 2 | HEK293 GAL4-SRC2 luciferase reporter, luminescence | inhibition, % at 9 µM | 0.17% of 370,000 active | AID 651957;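 active = inhibition above the mean inhibition of all tested compounds plus 3 SD, set per campaign, cut at about 52% in these data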;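 also: 0% = DMSO treated cells and 100% = cells given Gossypol at 36 µM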
# ABCB6 inh 2: human ABCB6 transporter inhibition; Q9NP58; K562-ABCB6 porphyrin accumulation, flow cytometry, 1 h; stronger effect = lower value; fluorescence ratio to DMSO, % at 10 µM; 0.19% of 360,000 active; AID 602162;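 active = fluorescence ratio to DMSO below 75%, the collection mean minus 3 SD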;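 also: signal is porphyrin accumulated inside mitochondria; 100% equals median channel fluorescence of DMSO control wells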
# * marks the source's active call; other numbers are inactive results; x = not tested or not shown.
SMILES,MC4R ag barr,NOD2-RIPK2 inh,N-glyco inh,TLR9-MyD88 block,m5-HT2A agonist,ABHD5-PLIN5 inh,H9c2 protect,MC4R antag cAMP,SRC2 inh,ABCB6 inh 2
Cc1ccnc(NC(=O)C(C)N2C(=O)c3ccccc3S2(=O)=O)c1 (stereo not given),-4.5,-5,3,-9,-3,-10,6,-5,-16,101
Cn1c(=O)n(Cc2ccccc2Cl)c(=O)c2c1[nH]c(=S)n2C,-0.2,-3,3,-4,3,-7,1,10,3,95
CCCC1CC(C#N)N(N(C)C)C1=C(C#N)C#N (stereo not given),-1.3,-5,0,2,5,-3,13,9,5,103
COC(=O)[C@]1(Cc2ccccc2)N[C@H](CN(C)C(=O)Nc2ccccc2)[C@@H]2C(=O)N(C)C(=O)[C@@H]21,-0.3,7,2,4,2,-3,1,3,8,92
COc1ccc(CCNC(=O)COC(=O)CSc2ccc(C(N)=O)cc2[N+](=O)[O-])cc1OC,0.5,6,0,0,-2,1,1,9,-30,106
Cc1noc(C)c1CN1C(=O)c2ccc([N+](=O)[O-])cc2C1=O,-1.2,-8,2,7,4,-2,0,4,-4,89
COc1ccc(Cn2c(=O)[nH]c3cc(C(=O)N4CCN(c5ccccc5)CC4)ccc3c2=O)cc1,0.1,-5,5,-2,4,4,0,2,x,101
Cc1nc(S/C(=C/c2ccc(OCc3ccc(C(=O)O)cc3)cc2)C(=O)O)n[nH]1,-1.6,-11,1,-3,3,5,-7,-5,-4,98
COC(=O)[C@H]1C[C@@H]1[C@H](NC(=O)[C@H]1C[C@@H]1[C@H](NC(=O)OCc1ccccc1)c1ccccc1)c1ccccc1,-0.4,-1,2,-15,-2,-5,8,4,-17,99
Cc1csc2cc(-c3cccc([N+](=O)[O-])c3)c(-c3cccc([N+](=O)[O-])c3)c[n+]12,4.0,-2,2,4,1,10,-6,-5,-1,93

# The final 2 compounds of the part before are carried over, then new ones follow:
SMILES,MC4R ag barr,NOD2-RIPK2 inh,N-glyco inh,TLR9-MyD88 block,m5-HT2A agonist,ABHD5-PLIN5 inh,H9c2 protect,MC4R antag cAMP,SRC2 inh,ABCB6 inh 2
COC(=O)[C@H]1C[C@@H]1[C@H](NC(=O)[C@H]1C[C@@H]1[C@H](NC(=O)OCc1ccccc1)c1ccccc1)c1ccccc1,-0.4,-1,2,-15,-2,-5,8,4,-17,99
Cc1csc2cc(-c3cccc([N+](=O)[O-])c3)c(-c3cccc([N+](=O)[O-])c3)c[n+]12,4.0,-2,2,4,1,10,-6,-5,-1,93
COc1cc(C)c(S(=O)(=O)n2c([N+](=O)[O-])cnc2C)cc1C,-0.7,9,2,-6,-2,-2,-1,0,-21,93
CCN1CCN(c2cc(C)c3cc(NC(=S)N4CCCCC4)ccc3n2)CC1,0.5,6,-3,-14,-5,9,0,-5,-27,95
COc1ccc(S(=O)(=O)N2CCN(CC(O)COc3ccc(CC#N)cc3)CC2)cc1OC (stereo not given),1.0,-4,3,2,-4,-6,2,4,-22,101
Fc1cc(Br)ccc1NC(=S)NCCc1ccccc1,5.8,3,-2,-6,4,-12,-13,-2,3,106
Cc1cc(C)nc(SCC(=O)n2c3c(c4ccccc42)CCCC3)n1,6.9,-4,-1,1,6,0,3,-3,16,99
COc1ccc(NC(=O)CN(C)C(=O)/C=C/c2cn(-c3ccccc3)nc2-c2cccs2)cc1,-2.7,3,-1,-9,-2,-16,2,8,-4,94
COc1ccc(-c2ccc(NCCN3CCOCC3)nn2)cc1OC,-0.9,-4,1,-8,-1,-1,6,-4,1,96
CC1CCCN(CCCNC(=O)c2ccc3c(c2)N(Cc2cccc(Cl)c2)C(=O)c2ccccc2S3=O)C1 (stereo not given),-0.6,7,-9,-8,-8,10,-8,6,-46,95
O=C1CCCN1c1ccc(CNS(=O)(=O)c2ccc(F)cc2)cc1,-1.3,-6,1,-1,5,-4,-8,10,-18,96
Cc1ccc(C)c(S(=O)(=O)N2CCN(CC(=O)N3CCc4ccccc4C3)CC2)c1,-0.7,-10,0,36*,-3,5,-2,-4,-7,97
O=C1Nc2ccccc2C(O)(C(=O)NCc2ccc3c(c2)OCO3)N1c1ccc(Cl)c(Cl)c1 (stereo not given),-0.3,-14,-1,-8,0,-2,10,7,17,96
CN1C(=O)CC(P(=O)(c2ccccc2)c2ccccc2)N(C)C1=O (stereo not given),-0.2,-6,2,-8,1,4,-7,7,-24,96
O=C1C(=O)N(CC2CCCO2)C(c2ccccc2[N+](=O)[O-])/C1=C(/O)c1ccccc1 (stereo not given),-1.1,1,1,-10,8,-1,2,10,-3,98
CC1(C(=O)NCc2cccc3ccccc23)CCN1Cc1cc2ccccc2o1 (stereo not given),-1.4,-5,-2,x,-8,10,-9,13,5,100
CCn1cc(C(=O)NCCC(C)C)c(=O)c2cc(F)c(N3CCN(C(=O)c4ccco4)CC3)cc21,-1.9,4,-5,-9,8,-5,43,6,-45,99
CSc1nsc(SC)c1C(=O)N1CCN(S(=O)(=O)c2ccc(C)cc2)C1C (stereo not given),-0.7,-6,0,-3,-3,-2,37,-3,-4,91
O=C(O)CC1(CC(=O)NCc2ccc(-c3cccs3)cc2)CCCCC1,2.2,-4,0,8,0,-1,-2,2,-24,98
Cc1nn(Cc2ccc(F)cc2)c2sc(C(=O)Nc3nccs3)cc12,13*,-13,-5,3,-4,1,-10,3,-27,93
Cc1[nH]c(=O)[nH]c(=O)c1Sc1ccccc1[N+](=O)[O-],-0.8,-9,4,-9,10,1,0,8,3,105
Cc1noc(C)c1S(=O)(=O)N(C)C[C@@H]1OCc2cnnn2CCCC(=O)N([C@@H](C)CO)C[C@H]1C,2.0,8,2,-8,5,-9,-11,-3,12,102
CCc1ccc(NC(=O)CCS(=O)(=O)c2ccc3c(c2)CCN3C(C)=O)cc1,-3.5,-15,-1,-10,-4,-5,2,7,11,96
Oc1ccc(C[C@H]2CNC(=S)N2CCc2cc(C(F)(F)F)cc(C(F)(F)F)c2)cc1,2.5,11,0,2,2,-2,2,-2,11,96
Cc1ccc(NC(=O)C(=O)NNC(=O)c2cccs2)cc1,-0.7,-3,0,-4,1,4,16,-2,15,97
O=C(NC(NC(=S)Nc1ccccc1C(=O)O)C(Cl)(Cl)Cl)c1ccccc1 (stereo not given),4.3,-11,2,-8,2,-7,1,4,x,104
Cc1ccccc1N1CCN(C2CCCN(C(=O)CCN3CCCO3)C2)CC1 (stereo not given),-0.1,7,3,-3,1,7,1,6,-8,100
COc1ccc(C2CC(=O)c3c(C)nc(N4CCN(Cc5ccccc5)CC4)nc3C2)cc1OC (stereo not given),0.4,-4,-7,-8,6,6,-14,7,22,93
Cn1cc(C(=O)NCC(=O)Nc2ccccc2Br)cn1,-0.8,-5,-1,-7,3,-3,-2,8,5,102
COc1ccc(NC(=O)C(NC(=O)c2ccc(=O)[nH]c2)c2ccc(C)cc2)cc1 (stereo not given),-1.3,5,2,-7,-1,-7,-2,6,-12,99
CCOc1ccc(CN2C(=O)c3ccccc3C2C(=O)NCc2cccnc2)cc1 (stereo not given),-1.9,-7,1,-6,-2,-3,1,10,1,101
Cc1ccc(Nc2nc(N/N=C\c3ccc4c(c3)OCO4)nc(N3CCOCC3)n2)cc1,0.2,-8,-10,-10,-6,-6,25,0,-29,90
O=S(=O)(N/N=C/c1ccccc1F)c1ccccc1,-0.4,-1,0,-8,-1,-3,-4,-3,-64,104
Cc1cc(C)c(C(=O)O)c(CC(C)(C)C(=O)O)c1,3.1,3,1,-11,6,11,0,6,-7,95
CCC(CC)C(=O)Nc1cccc(C(=O)Nc2nnc(C)s2)c1,3.1,1,1,-8,4,10,5,9,-6,91
Cc1ccc(-c2noc(CCCN3C(=O)c4ccccc4C3=O)n2)cc1,-0.9,-8,3,1,-1,2,3,4,-19,85
COc1ccc(NC(=S)NNC(=S)Nc2cccc(C(F)(F)F)c2)cc1,0.7,-2,1,-3,-6,-17,-6,-1,-69,98
COc1ccc([C@@H]2CC=C(C(=O)O)CN2S(=O)(=O)c2ccc(C)cc2)cc1OC,-0.5,-6,-1,6,4,9,4,10,10,103
CC1(C(=O)NS(=O)(=O)c2cccs2)CCN1C(=O)C1(c2ccccc2)CCCC1 (stereo not given),-1.9,3,0,x,-5,-7,-2,2,-8,72*
Fc1ccc(NC(=S)N2CCc3ccccc32)cc1,-0.7,-18,1,-3,2,-1,3,-2,-30,99
O=S(=O)(/C(=C/c1ccc(C(F)(F)F)cc1)c1nc2ccccc2[nH]1)c1ccccc1,-1.8,14,-10,1,-9,70*,-31,35*,48,100
CC1CN(C2=N/C(=C/c3ccc4c(c3)OCO4)C(=O)N2)CC(C)O1 (stereo not given),-1.4,0,1,-2,1,3,0,-27,-8,110
O=C1CC2(CCN(C(=O)c3ccc(Cl)cc3)CC2)Oc2ccccc21,-3.5,0,-5,0,-1,1,1,11,-2,102
CN1C[C@@H]2[C@@H]3C(=O)N(Cc4ccccc4)C(=O)[C@@H]3[C@](Cc3ccccc3)(C1=O)N2C(=O)c1ccc(F)cc1,0.3,-3,7,-8,6,0,0,1,7,97

# As a working copy, part of the list above.
SMILES,MC4R ag barr,NOD2-RIPK2 inh,N-glyco inh,TLR9-MyD88 block,m5-HT2A agonist,ABHD5-PLIN5 inh,H9c2 protect,MC4R antag cAMP,SRC2 inh,ABCB6 inh 2
O=C(NC(NC(=S)Nc1ccccc1C(=O)O)C(Cl)(Cl)Cl)c1ccccc1 (stereo not given),4.3,-11,2,-8,2,-7,1,4,x,104
Cc1ccccc1N1CCN(C2CCCN(C(=O)CCN3CCCO3)C2)CC1 (stereo not given),-0.1,7,3,-3,1,7,1,6,-8,100
COc1ccc(C2CC(=O)c3c(C)nc(N4CCN(Cc5ccccc5)CC4)nc3C2)cc1OC (stereo not given),0.4,-4,-7,-8,6,6,-14,7,22,93
Cn1cc(C(=O)NCC(=O)Nc2ccccc2Br)cn1,-0.8,-5,-1,-7,3,-3,-2,8,5,102
COc1ccc(NC(=O)C(NC(=O)c2ccc(=O)[nH]c2)c2ccc(C)cc2)cc1 (stereo not given),-1.3,5,2,-7,-1,-7,-2,6,-12,99
CCOc1ccc(CN2C(=O)c3ccccc3C2C(=O)NCc2cccnc2)cc1 (stereo not given),-1.9,-7,1,-6,-2,-3,1,10,1,101
Cc1ccc(Nc2nc(N/N=C\c3ccc4c(c3)OCO4)nc(N3CCOCC3)n2)cc1,0.2,-8,-10,-10,-6,-6,25,0,-29,90
O=S(=O)(N/N=C/c1ccccc1F)c1ccccc1,-0.4,-1,0,-8,-1,-3,-4,-3,-64,104
Cc1cc(C)c(C(=O)O)c(CC(C)(C)C(=O)O)c1,3.1,3,1,-11,6,11,0,6,-7,95
CCC(CC)C(=O)Nc1cccc(C(=O)Nc2nnc(C)s2)c1,3.1,1,1,-8,4,10,5,9,-6,91

# This is a subset; the hit share may differ from the screen's.
